SV40 large T antigen – TAg ATPase/helicase activity blockers – biochemical (AID 1903); inhibition, % at 20 µM, or IC50 in µM where a hit was titrated; SV40 large T antigen ATPase/helicase inhibition assay; higher % means a stronger effect; 310,000 tested, 0.39% active; in the data active = a potency from the dose series; inconclusive = inhibition mostly from about 32% at the one dose, without a potency; inactive = the rest, 99 in 100 with inhibition below about 32%; also: strong numbers were not always called active
TNAP activation fold – stimulation of alkaline phosphatase TNAP activity – biochemical, luminescent, no phosphate acceptor, uHTS, primary screen (AID 1001); purified TNAP, luminescent activation assay, no phosphate acceptor; higher activation fold means a stronger effect; activation fold at 20 µM; hits with a dose series show EC50 in µM; 200,000 tested, 0.03% active; in the data active = activation fold from about 3, or a potency from the dose series; inactive = the rest, 99 in 100 with activation fold below about 1.6; also: many of its hits are not listed in these tables
PMI inhibition – human PMI inhibitors, high substrate, primary screen, biochemical, fluorescence intensity, high mannose 6-phosphate (AID 1220); recombinant PMI enzyme, coupled fluorescence intensity; higher % means a stronger effect; one-dose inhibition, % at 20 µM; IC50 in µM for titrated hits; 190,000 tested, 0.66% active
ER stress rescue – rescue of cells from ER stress-induced death, primary screen, 384-well, CSM14.1, thapsigargin, ATP luminescence (AID 1222) | cellular ATP content (survival), % at 20 µM; hits with a dose series show EC50 in µM | 190,000 tested, under 10 active | CSM14.1 thapsigargin-induced death rescue, ATP luminescence; higher % means a stronger effect;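 active = EC50 below 50 µM in the dose-response confirmation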;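 also: death triggered by thapsigargin at about 15 µM added after 2 h compound pretreatment; cell ATP read after overnight thapsigargin exposure of roughly 18 to 22 hours; normalized against plate controls of thapsigargin alone and 5% DMSO vehicle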
West Nile antiviral – inhibition of WNV-induced cytopathic effect – cell-based, CPE readout (AID 1621); West Nile virus-infected cells, CPE inhibition; higher % means a stronger effect; CPE inhibition, % at 10 µM; hits with a dose series show IC50 in µM; 290,000 tested, 0.02% active; in the data active = a potency from the dose series; inconclusive = CPE inhibition mostly from about 3.7% at the one dose, without a potency; inactive = the rest, 99 in 100 with CPE inhibition below about 2.2%; also: strong numbers were not always called active
PMI inhibitors – MPI enzyme activity inhibition – biochemical, fluorescence intensity, coupled assay, primary screen (AID 1209); purified PMI enzyme, coupled fluorescence intensity; higher % means a stronger effect; one-dose inhibition, % at 20 µM; IC50 in µM for titrated hits; 190,000 tested, 0.42% active;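 also: plate controls were DMSO vehicle for no effect and wells lacking substrate for full effect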
Ins promoter up – MIN6 insulin promoter up-regulation; 190,000 tested, 0.3% active; AID 1625; MIN6 insulin promoter-GFP reporter, high-content imaging; hits give high values; z-score at 5 µM;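 active = z-score above 3 at 5 µM with at least 500 cells counted in the well; inconclusive = wells under 500 cells, flagged as cytotoxic or low count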
RSV antiviral HEp-2 – RSV antiviral activity via CPE protection, HEp-2 cells, primary 10 µM value included (AID 2391); HEp-2 cells, RSV-induced CPE inhibition; higher % means a stronger effect; CPE inhibition, % at 10 µM, or IC50 in µM where a hit was titrated; 310,000 tested, 0.13% active; in the data active = a potency from the dose series; inconclusive = CPE inhibition mostly from about 23% at the one dose, without a potency; inactive = the rest, 99 in 100 with CPE inhibition below about 21%; also: strong numbers were not always called active
Salmonella PhoP GFP – inhibitors of PhoP regulon expression, primary screen, Salmonella Typhimurium, GFP reporter (AID 1863); 300,000 tested, 0.16% active; S. Typhimurium PhoP-regulated promoter GFP reporter, 4 h; higher % means a stronger effect; inhibition, % at 50 µM; hits with a dose series show IC50 in µM;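 active = inhibition over 29.93%, a cutoff 3 SD above the screen mean, later confirmed by dose response; inconclusive = inhibition over 29.93% but no dose response follow-up; inactive = inhibition at most 29.93% or unconfirmed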;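 also: 0% = low Mg2+ inducing control and 100% = high Mg2+ repressing control; strong numbers were not always called active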
Ins promoter up cell count – second read-out of Ins promoter up, no call of its own (marks repeat the call); cell count; measured here: cytotoxicity, nuclei count;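 total cells summed across four imaged fields per well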
An asterisk follows results filed as active; ? = inconclusive; / = not tested or not shown. Rule as the data show it, unless noted: active = inhibition above about 50%; inactive = the rest. Not a hit list (roughly 1.5% active in at least one column).

nr | Compound | SV40 large T antigen | TNAP activation fold | PMI inhibition | ER stress rescue | West Nile antiviral | PMI inhibitors | Ins promoter up | Ins promoter up cell count | RSV antiviral HEp-2 | Salmonella PhoP GFP
1 | Cc1cc2nc3n(c2cc1C)CCCN3 | 13.0% | / | / | / | -1.1% | / | / | / | 5.3% | 9.0%
2 | CCN(C(=O)CSc1nc2cc(S(=O)(=O)N(CC)CC)ccc2o1)C1CCS(=O)(=O)C1 (centres undefined) | 10.1% | / | / | / | -0.3% | / | / | / | 1.3% | -1.1%
3 | O=C(NC1CCCCC1)/C(=N\O)c1ccccn1 | -1.6% | 1 | 6.7% | -1.6% | -0.9% | -1.3% | -0.1 | 1334 | 1.6% | 9.0%
4 | CCCCSc1nc(C)[nH]c1[N+](=O)[O-] | 6.5% | 1.1 | -98.7% | -3.5% | 0.8% | -69.4% | / | / | 0.8% | 10.2%
5 | CCCCn1c(NC(C)=O)c(C#N)c2nc3ccccc3nc21 | 1.8% | 1 | 57.0%* | -1.0% | 1.1% | 20.3% | 0.37 | 1346 | 1.1% | -1.5%
6 | O=C(N/N=C/c1ccccc1Cl)c1ccc(F)cc1 | 3.5% | 1.1 | -2.4% | -7.6% | 0.1% | 0.5% | -0.25 | 1601 | 0.5% | -1.8%
7 | Cc1sc2c(c1C)CN(C1CC(C)(C)NC(C)(C)C1)CN2C(=O)c1ccco1 | 3.6% | 1.1 | 15.3% | -2.9% | / | 22.4% | 0.16 | 1278 | 0.3% | -13.3%
8 | Cc1ccc(C)c(S(=O)(=O)N2CCC(c3nc4c(nnn4Cc4ccc5c(c4)OCCO5)c(=O)[nH]3)CC2)c1 | 2.5% | / | / | / | 0.9% | / | / | / | ? | 7.1%
9 | C=CC[n+]1c(C)csc1Nc1ccc(C)cc1 | -17.8% | 1 | -7.2% | -0.3% | 0.8% | -5.5% | -0.78 | 1174 | 1.0% | 19.6%
10 | Cc1[nH]c2ccccc2c1CCN(Cc1cccs1)C(=S)Nc1ccccc1 | -0.9% | 1 | 8.0% | 3.1% | -0.4% | 9.0% | -0.37 | 955 | 8.7% | -7.7%
11 | Cc1cccc(Cc2cnc(NC(=O)CN3C(=O)/C(=C/c4ccccc4)SC3=S)s2)c1 | 10.6% | 0.8 | -5.9% | 1.3% | / | 0.4% | 1.31 | 990 | 0.5% | -3.5%
12 | CN(Cc1ccccc1)C(=O)CN(c1ccc(F)cc1)S(=O)(=O)c1ccc2c(c1)OCCO2 | 11.5% | 1 | 5.7% | -2.6% | -0.4% | 5.1% | / | / | 2.3% | 3.7%
13 | CCCC(=O)NCCCc1nc2ccccc2n1C(C)C | 8.9% | 1.1 | -0.2% | -2.4% | 0.0% | 2.7% | -0.42 | 1959 | 2.5% | -16.3%
14 | COc1ccc(NC(=O)Cn2nnc(C(=O)Nc3ccc(F)c(Cl)c3)c2N)cc1OC | 11.6% | / | / | / | 0.4% | / | / | / | 1.1% | -4.3%
15 | O=C(NCc1nnc(SCc2ccc(F)cc2)n1-c1ccccc1)C12CC3CC(CC(C3)C1)C2 | 20.5% | 1 | 13.2% | 1.7% | -1.2% | 15.2% | -0.33 | 1504 | 7.2% | 21.6%
16 | O=C(N=C1SC2CS(=O)(=O)CC2N1c1ccc(F)c(Cl)c1)C1CCCO1 (centres undefined) | 2.1% | / | / | / | 0.1% | / | / | / | 0.3% | 8.0%
17 | CCOC(=O)c1c(NC(=O)CSc2ncnc3ccccc23)sc(C(C)=O)c1C | 25.7% | 1 | -7.1% | 3.7% | -1.4% | 6.0% | -0.31 | 1058 | 5.7% | -6.0%
18 | Cc1c2cnn(CC(=O)O)c(=O)c2c(C)n1Cc1ccccc1 | 2.8% | 1 | 11.7% | -0.5% | 0.3% | -0.7% | -0.22 | 946 | 0.4% | 4.8%
19 | C=C(C)CC(NCCc1ccccc1)c1ccco1 (centres undefined) | 9.5% | 1.1 | 0.6% | 0.4% | 0.4% | -0.6% | 0.33 | 1615 | / | 2.7%
20 | Cc1ccc(-c2cc(C(=O)N3CCOCC3)c3ccccc3n2)cc1 | 27.8% | 1.2 | 3.9% | -3.7% | 0.0% | 4.3% | -0.71 | 1973 | 2.1% | 1.0%
21 | CC/C(=N\NC(=O)C(N)=O)c1ccccc1O | 4.0% | 1.1 | 3.3% | 0.1% | 0.0% | -9.5% | 0.38 | 1213 | 1.9% | 3.4%
22 | Cc1ccc2c(Cl)c(C)c(N3CCCCC3)nc2n1 | 24.0% | 1 | -14.7% | -2.2% | -0.1% | -13.7% | -0.72 | 1269 | 21.1% | -4.0%
23 | O=C1NC(c2ccccc2O)Nc2ccccc21 (centres undefined) | 15.2% | / | / | / | -0.5% | / | / | / | -0.3% | 0.5%
24 | O=C(CCNC(=O)OCc1ccccc1)NC1CCCCC1 | 14.2% | 1.2 | -1.4% | -2.6% | -0.5% | 6.3% | 0 | 1265 | 2.6% | 11.7%
25 | Cc1ccc(C(C)NC(=S)NC2CCCCC2)c(C)c1 (centres undefined) | 1.9% | / | / | / | -0.2% | / | / | / | -1.4% | -3.7%
26 | O=C(NCc1ccccc1)C(c1ccccc1)N(Cc1ccc2c(c1)OCO2)C(=O)Cc1cccs1 (centres undefined) | 5.4% | 1.2 | -33.4% | -1.2% | -0.2% | -31.6% | -0.88 | 590 | 5.4% | 2.1%
27 | CCOC(=O)N1CCN(C(=O)CSc2nnc(COc3ccccc3)o2)CC1 | 1.0% | 1.2 | 10.9% | / | 0.1% | 9.4% | / | / | 3.0% | 10.5%
28 | COc1ccc(C(CC(=O)N2CCOCC2)c2c(OC)cc(OC)c3c(-c4ccccc4)cc(=O)oc23)cc1 (centres undefined) | 1.8% | / | / | / | -0.2% | / | / | / | -2.0% | 1.8%
29 | C[C@H](NC(=O)Nc1cccc(C(F)(F)F)c1)C(=O)O | 0.3% | 1.1 | -13.6% | 1.4% | 0.3% | -20.7% | 0.1 | 1149 | 0.3% | -5.8%
30 | OC(COC(c1ccccc1)c1ccccc1)CN1CCN(c2cccc(Cl)c2)CC1 (centres undefined) | -35.4% | / | / | / | -0.3% | / | / | / | 3.8% | 13.3%
31 | O=C(c1ccco1)N1CCN(C(=O)c2ccccc2[N+](=O)[O-])CC1 | -1.2% | 1.1 | -0.6% | -0.2% | -0.2% | 3.1% | 0.65 | 1270 | 2.6% | -6.8%
32 | COc1ccc(Cl)cc1NC(=O)CN1C(=O)CSC1=O | 20.2% | 0.9 | -5.9% | -0.7% | 1.3% | -4.1% | 0.04 | 1610 | 2.6% | -1.1%
33 | Cn1ccc(/C=N/N=C2/NC(=O)CS2)n1 | 13.3% | / | / | / | 0.1% | / | 0.18 | 1089 | 49.4% | 2.3%
34 | Cc1ccc(C)c(Cc2c(C)nc3c(C(=O)NCc4ccc5c(c4)OCO5)cnn3c2C)c1 | 0.7% | 0.8 | 6.1% | -0.3% | / | 15.5% | 0.17 | 845 | 7.7% | 9.8%
35 | Cc1ccc(-c2nc3c(c(=O)c4ccccc4n3C)c(=O)n2-c2ccccc2)cc1 | 11.1% | 1 | 0.4% | -3.7% | -0.3% | -2.1% | -0.11 | 1140 | 16.6% | -5.5%
36 | CC(=O)c1cccc(NC(=S)NC(=O)C(C)C)c1 | 8.5% | 1.1 | -5.3% | -0.2% | 0.2% | -1.7% | / | / | 0.9% | 4.9%
37 | COc1ccc(-c2ccc(SCC(=O)NC3CCCCC3)nn2)cc1OC | 7.7% | / | / | / | 1.0% | / | / | / | ? | 2.6%
38 | CCOc1ccc(-n2nnnc2SCC(=O)NNC(=O)c2ccco2)cc1 | 1.9% | 2.1 | -5.5% | 0.7% | 0.3% | -0.9% | -0.64 | 1381 | 1.4% | -0.4%
39 | CC1CCN(S(=O)(=O)c2ccc(C(=O)NCc3ccco3)cc2)CC1 | 6.9% | 1 | 6.1% | 5.4% | 0.6% | 6.7% | -0.11 | 1452 | 2.1% | -7.3%
40 | COc1ccc(NC2c3ccccc3C(=O)N2Cc2ccco2)cc1OC (centres undefined) | 9.5% | 1.1 | 10.6% | -2.2% | -0.6% | 15.0% | -0.8 | 1984 | 3.0% | -0.7%
41 | CCCCCNc1nc2ccccc2nc1NS(=O)(=O)c1cccs1 | 8.2% | 1.1 | 7.7% | -3.4% | -0.1% | 8.7% | -0.21 | 792 | 3.4% | -2.6%
42 | COc1ccc(/C=N/NC(=O)c2nc(-c3ccccc3)cc(-c3ccccc3)n2)cc1OC | 0.3% | 1 | 2.6% | 1.2% | 0.3% | 9.9% | 1.79 | 1048 | 7.2% | -12.4%
43 | Cc1ccc(N(CC(=O)NCc2cccs2)S(=O)(=O)c2cccs2)cc1 | 3.1% | 1 | 9.7% | -0.6% | -1.2% | 13.1% | 0.65 | 938 | 0.3% | -7.8%
44 | C=C(C)COc1ccc2c(C)c(CC(=O)N3C[C@H]4C[C@@H](C3)c3cccc(=O)n3C4)c(=O)oc2c1 | 0.3% | / | / | / | -0.2% | / | / | / | 1.6% | 3.3%
45 | CC(C)Sc1nc2c(c(=O)[nH]c(=O)n2C)n1CCc1ccccc1 | 2.7% | 1 | 4.1% | -0.1% | -0.1% | 5.1% | -0.06 | 1048 | -0.7% | -3.4%
46 | COC(=O)c1sccc1-c1ccc(/C=N/OC(=O)c2cccs2)o1 | 8.6% | / | / | / | -0.4% | / | 0.17 | 1434 | / | -9.6%
47 | O=C(CSc1nnc(Cc2ccccc2)n1Cc1ccco1)NC1CCCC1 | 14.2% | 1.1 | 4.3% | -2.0% | 0.0% | 9.3% | -0.26 | 1134 | -0.8% | -7.5%
48 | Cc1nn(CCC#N)c(NC(=O)c2ccc(Cl)cc2Cl)c1P(=O)(Nc1ccc([N+](=O)[O-])cc1)N1CCOCC1 (centres undefined) | -2.0% | 1.1 | -9.5% | 1.5% | 0.0% | -3.1% | / | / | -0.6% | -8.7%
49 | O=C(Nc1ccc(F)cc1)c1cccnc1N1CCOCC1 | 2.8% | 1 | 8.3% | -0.9% | -0.2% | 9.6% | / | / | -0.8% | -5.0%
50 | CCCc1c(C(=O)Nc2ccc(C(F)(F)F)cc2)cnn1-c1ccccc1 | 3.0% | / | / | / | -1.2% | / | -0.27 | 1414 | 58.2% | -0.1%
51 | Cn1c(=NC(=O)CSCC(=O)N2CCCC2)sc2ccccc21 | 21.6% | 1.1 | 8.4% | -0.1% | -0.3% | 14.4% | -0.29 | 1260 | 3.1% | 4.1%
52 | Cc1ccc(OCCN(C)C(=O)C2CCC(=O)N(CCCN3CCCC3=O)C2)cc1 (centres undefined) | 9.2% | / | / | / | -0.1% | / | / | / | 6.1% | 1.8%
53 | O=C(CN(Cc1ccccc1)C(=O)CCC(=O)Nc1nccs1)NCc1ccco1 | 8.2% | 1.1 | 4.9% | -1.7% | -0.1% | 4.3% | -0.29 | 1267 | 1.0% | 1.9%

Bioassay records (PubChem BioAssay)
